Screening results deposited in PubChem by The Scripps Research Institute Molecular Screening Center.
SRC1 TRFRET art: flags TR-FRET format artefacts in PPARgamma SRC-1 recruitment agonist screen. TR-FRET detection artefact counter-screen, emission ratio; active compounds read high. TR-FRET ratio at 8 µM. hit rate 0.34% among 99,000; in the data active = TR-FRET ratio above about 2300; note: inactives centre near 1800; reference of the scale not given here
SRC3 TRFRET art: flags TR-FRET format artefacts in PPARgamma SRC-3 recruitment agonist screen; TR-FRET artefact counter-screen, PPARgamma/SRC-3 format; active compounds read high; TR-FRET ratio at 8 µM; hit rate 0.39% among 99,000; AID 1048; in the data active = TR-FRET ratio above about 2000; note: inactives centre near 1600; reference of the scale not given here
Numbers without * were called inactive.

Values run as follows: SRC1 TRFRET art	SRC3 TRFRET art
1: CCN(CC)C(=O)CSc1nc(N)c(-c2ccccc2)c(=O)[nH]1
    1798	1633
2: COc1ccc(N2CCN(C(CNC(=O)C(=O)NCCC3=CCCCC3)c3ccco3)CC2)cc1 (centres undefined)
    1828	1658
3: O=[N+]([O-])c1ccc(OCCCCN2CCCCC2)cc1
    1741	1366
4: COc1ccc(C(=O)C2CCCN(C(=O)C3=CCCC3)C2)cc1OC (centres undefined)
    1834	1559
5: CCc1oc2ccccc2c1C(=O)c1cc(Br)c(O)c(Br)c1
    1778	1661
6: Cn1cc(CN2CCN(Cc3ccc4c(c3)OCO4)CC2)c(-c2ccccc2F)n1
    1868	1515
7: Cc1ccc(C(=O)COC(=O)CNC(=O)c2cccs2)cc1C
    1826	1764
8: COC(=O)c1sc(NC(=S)NC(=O)c2cccc(C)c2)nc1C
    2003	1791
9: CCn1ccnc1CNC(=O)c1cc(COc2ccc(F)cc2F)on1
    1780	1545
10: CCOc1c(O)ccc(C2NC(=O)NC(C)=C2C(=O)OC)c1[N+](=O)[O-] (centres undefined)
    1667	1493
11: Cc1cc(C)c(NC(=S)NCC2CCN(C(C)c3ccccc3)C2)c(C)c1 (centres undefined)
    1665	1511
12: Cc1nc(CN2CCCCC2)cc(=O)[nH]1
    2110	1761
13: COc1ccccc1CNC(=O)C(=O)NCC1OCCN1C(=O)c1cccs1 (centres undefined)
    1565	1549
14: Cc1ccc(-n2c(SCC(=O)NNC(=S)Nc3ccccc3)nc3ccccc3c2=O)cc1
    1784	1481
15: C/C(=N\NC(=O)C(N)=O)c1ccc(O)cc1O
    1717	1381
16: Cc1ccc(Cl)cc1N1CCN(C(=O)CSc2ccsc2[N+](=O)[O-])CC1
    1832	1637
17: CCOC(=O)c1cc2c(=O)n3ccccc3nc2n(CCCOC)c1=NC(=O)c1ccncc1
    1600	1594
18: O=C(NC1CCCC1)c1nc2c(nnn2Cc2cccc(Cl)c2)c(=O)[nH]1
    1840	1545
19: Cc1ccc(-c2nnc(N)s2)cc1
    2105	1695
20: O=c1c2cc(NC(=S)NCc3ccccn3)ccc2nc2n1CCCCC2
    1713	1467
21: CCN1/C(=C/C=C/c2oc3ccc4ccccc4c3[n+]2CC)Oc2ccc3ccccc3c21
    1688	1589
22: CN(C)C(=O)CSc1nnc(Cc2ccc3c(c2)OCO3)o1
    1781	1597
23: CCOC(=O)C(C)/C(C)=N/NC(=O)CCC(=O)Nc1cc(C)ccc1C (centres undefined)
    1778	1634
24: CN(CCO)c1cnccn1
    1750	1690
25: C[C@@H](NC(=O)c1nc[nH]c1C(=O)N[C@@H](CCCCNC(=O)OC(C)(C)C)C(=O)OC(C)(C)C)c1ccccc1
    1862	1736
26: ClCc1cc2ccccc2nc1Cl
    1804	1391
27: COC(=O)CC(c1ccc(OC)c(OC)c1)c1ccc(OC)c(OC)c1
    1896	1618
28: Cc1cccc(C(=O)Oc2ccc(/C=N/NC(=O)c3ccccc3O)cc2)c1
    1671	1486
29: O=C(NNC(=O)c1ccccc1-n1cccc1)c1ccc(F)cc1
    1692	1559
30: Cc1ccc(S(=O)(=O)N2CCCCC2)cc1NC(=O)COC(=O)c1cc[n+]([O-])cc1
    1649	1613
31: CCOC(=O)c1c(C)[nH]c(C(=O)CN2C(=O)NC(C)(CC(C)C)C2=O)c1C (centres undefined)
    1324	1458
32: COC(=O)c1ccccc1NC(=S)N(Cc1ccc2c(c1)OCO2)Cc1cc2cccc(C)c2[nH]c1=O
    1972	1581
33: C(=N/Nc1cc(N2CCOCC2)nc(N2CCOCC2)n1)/c1ccccc1
    1702	1291
34: COc1ccc(-n2c(SCC(=O)NCc3cccs3)nc3[nH]ncc3c2=O)cc1
    1581	1456
35: COCCN(C(=S)Nc1ccccc1OC)C(C)c1cccs1 (centres undefined)
    1781	1521
36: CCOC(=O)CC1COCCN1C(=O)CCc1nnc(-c2ccsc2)o1 (centres undefined)
    1681	1376
37: CCN(Cc1cn2cccnc2n1)C1CCCCC1
    1788	1442
38: CCCc1cc2c(cc1NC(=O)c1ccccc1F)OCO2
    2084	1723
39: Cc1ccc(-c2cc(C(=O)Nc3cc(C)on3)no2)cc1
    1998	1740
40: COc1ccc(/C=C/C(=O)N2CCN(c3ccccc3)CC2)cc1S(=O)(=O)N1CCOCC1
    1803	1591
41: O=C(C1=NN[C@@H]2C(=O)N(c3ccccc3C(F)(F)F)C(=O)[C@H]12)C(c1ccccc1)c1ccccc1
    1852	1686
42: CC(=O)NN1C(=O)c2ccc(Oc3ccc4c(c3)C(=O)N(NC(C)=O)C4=O)cc2C1=O
    1953	1645
43: COc1ccccc1NC(=S)N(Cc1ccccc1)Cc1cccnc1
    1770	1542
44: Cc1cc(/C=N/NC(N)=S)c(C)n1-c1ccc(Br)cc1
    1782	1421
45: COc1cc(C(=O)Nc2ccc3c(c2)C(=O)c2ccccc2C3=O)cc(OC)c1OC
    1812	1537
46: Cc1cc2ccccc2n2c(SCC(=O)Nc3ccc(S(=O)(=O)N4CCCCC4)cc3)nnc12
    1559	1643
47: COC(=O)Cc1ccc(OCC(=O)Nc2ccc(OC(F)(F)F)cc2)cc1
    1854	1804
48: CSc1nc2nc(-c3cccc(C(F)(F)F)c3)ccn2n1
    1554	1646
49: Cc1ccc(Cl)c(NC(=O)CCl)c1Cl
    2033	1650
50: COc1cc(CNCc2ccccc2)cc(Cl)c1OC
    1940	1615
51: CN(CC(=O)NCc1ccccn1)S(=O)(=O)c1ccc2ccccc2c1
    2031	1608
52: Cc1noc(C)c1C(=O)OCC(=O)N(C)C1CCS(=O)(=O)C1 (centres undefined)
    1985	1595
53: NCCc1c(-c2ccccc2)n(-c2ccccc2)c2ccccc12
    1815	1720
54: Cc1ccc(C2=C/C(=C/c3cccs3)C(=O)O2)cc1
    1736	1480
55: Cn1cnnc1SCC(=O)Nc1cc(S(=O)(=O)N2CCCCCC2)ccc1Cl
    1652	1631
56: O=[N+]([O-])c1cccc(-c2n[nH]c(=S)n2Cc2ccccc2)c1
    1917	1706
57: CCOc1ccc(C(=O)OCC(=O)NC(C)C)cc1
    1520	1530
58: Cc1nc(-c2ccccc2Cl)sc1C(=O)/C=C/N(C)C
    1617	1416
59: Clc1ccc(C2CC(c3ccccc3)Nc3ncnn32)cc1 (centres undefined)
    1750	1508
60: CC1COc2ccccc2N1C(=O)c1cccnc1Cl (centres undefined)
    1867	1672

4 entries picked at random from those above, as already listed:
Values run as follows: SRC1 TRFRET art	SRC3 TRFRET art
37: CCN(Cc1cn2cccnc2n1)C1CCCCC1
    1788	1442
19: Cc1ccc(-c2nnc(N)s2)cc1
    2105	1695
2: COc1ccc(N2CCN(C(CNC(=O)C(=O)NCCC3=CCCCC3)c3ccco3)CC2)cc1 (centres undefined)
    1828	1658
3: O=[N+]([O-])c1ccc(OCCCCN2CCCCC2)cc1
    1741	1366

Continued.
Values run as follows: SRC1 TRFRET art	SRC3 TRFRET art
61: CC1=CC(C)(C)Nc2ccc(OC(=O)CN3C(=O)c4ccccc4C3=O)cc21
    2064	1872
62: FC(F)(F)c1ccccc1NC(=S)NN=C1CCCCCC1
    1719	1396
63: ClCCN1C2=NCCCN2c2ccccc21
    1852	1678
64: Cc1cccc(OCC(=O)Nc2ccccc2C(F)(F)F)c1
    1897	1564
65: O=CN1CCN(C(=O)COc2ccc(Cl)cc2Br)CC1
    1869	1642
66: CN(C)C(CNc1ncnc2sccc12)c1ccccc1 (centres undefined)
    2085	1721
67: CCN(CC)c1ccc(/C=N/NC(=S)NCc2ccccc2)c(O)c1
    1926	1603
68: O=C(COc1ccc(Br)cc1)Nc1ccc2c(c1)C(=O)NC2=O
    1930	1452
69: O=C(COC(=O)C1Cc2ccccc2CN1C(=O)c1ccccc1)Nc1ccc(SC(F)F)cc1 (centres undefined)
    1704	1504
70: C[N+]1(C2CCC3CCCC2C3O)CCCC1 (centres undefined)
    1837	1677
71: Nc1cc(N)nc(SCc2nnnn2-c2ccc(Cl)cc2)n1
    1681	1615
72: O=C(CS(=O)(=O)c1ccccc1)Nc1ccc(N2CCOCC2)cc1
    1749	1723
73: O=C(COC(=O)c1ccc2[nH]c3c(c2c1)CCCC3)Nc1ccc(Cl)cc1Cl
    1812	1748
74: CN(Cc1cccs1)C(=O)Cn1cnc2ccccc2c1=O
    1757	1369
75: CCc1cccc(C)c1NC(=O)COC(=O)Cc1ccsc1
    1597	1422
76: CCN1CCc2nc(NC(=O)c3ccc(S(=O)(=O)N(C)C)cc3)sc2C1
    2076	1616
77: CCC(Sc1ccc2nnc(-c3cccnc3)n2n1)C(=O)O (centres undefined)
    1825	1375
78: CC(=O)Nc1ccc(Br)c2ccccc12
    2333*	2311*
79: Cc1cc2ncn(/N=C/c3ccc4c(c3)OCO4)c2cc1C
    1872	1594
80: CN(C)/C=C(/C(=O)c1ccc(Cl)cc1)n1cncn1
    2192	1584
81: O=C(NCCOc1ccc(Cl)cc1)c1ccc2ccccc2n1
    1799	1706
82: CCOC(=O)C1(CC2CCCCO2)CCN(C(=O)Nc2ccccc2)CC1 (centres undefined)
    1560	1530
83: COc1cc(/C=N/NS(=O)(=O)c2ccc(C)cc2)ccc1OCc1ccc(C(=O)O)cc1
    1452	1347
84: CC(C)(C)/C(COc1ccccc1[N+](=O)[O-])=N/O
    1598	1428
85: Cc1ccc(O)c(-c2cc(C(=O)Nc3ccc(S(=O)(=O)Nc4nc(C)cc(C)n4)cc3)[nH]n2)c1
    2054	1792
86: CC12CC3CC(C)(C1)CC(C(=O)NCc1ccco1)(C3)C2
    1859	1899
87: CC(=O)n1cc([C@@H]2C=C(C(=O)N3CCN(Cc4ccccc4)CC3)O[C@H](OCc3ccc(CO)cc3)C2)c2ccccc21
    1612	1643
88: N#Cc1sc2nc(C3CC3)cc(-c3ccccc3)c2c1N
    1768	1830
89: CCOc1ccc(Nc2nc(NCC3CCCO3)c3ccccc3n2)cc1 (centres undefined)
    1782	1460
90: O=C1C2CCCN2C(=O)N1CCCCN1CCN(c2cccc(Cl)c2)CC1 (centres undefined)
    1784	1531
91: CC(C)CNC(=O)c1ccccc1NC(=O)c1ccccc1N(C)S(=O)(=O)c1ccccc1
    1910	1475
92: CN1C(=O)C(O)(CC(=O)/C=C/c2ccco2)c2ccccc21 (centres undefined)
    1858	1678
93: CCOc1ccc2c(c1)C(N(CCN1CCOCC1)C(=O)Nc1ccccc1)CC(C)(C)O2 (centres undefined)
    1939	1666
94: Cc1nc(NCc2ccc3c(c2)OCO3)c2nnn(Cc3ccccc3)c2n1
    2120	1578
95: O=C(N/N=C/c1ccccc1OCc1ccccc1)c1cccnc1
    1874	1664
96: Cc1nn(-c2ccccc2)c(Cl)c1/C=C(\C#N)C(=O)NC(C)C
    1845	1504
97: C/C(=N/NC(=O)c1ccccc1)C(=O)O
    1683	1434
98: C/C(=N\NC(=O)c1cccc(Cl)c1)C1C(=O)c2ccccc2C1=O
    1668	1681
99: CCOC(=O)c1cc(NC(=O)OC)c(C)nc1C
    1947	1433
100: COc1cc2sc(C)nc2c2sccc12
    2005	1909
101: CS(=O)(=O)n1nc(-c2ccc(Cl)cc2)nc1N
    1817	1780
102: CCC(C)N(CC(=O)Nc1cccc(C)c1C)C(=O)CCl (centres undefined)
    1696	1666
103: CCOn1c(=O)c(=O)n(O)c2ccccc21
    1774	1613
104: CC(=O)c1cccc(NC(=O)NC2CCCc3ccccc32)c1 (centres undefined)
    1781	1612
105: CCOc1ccc(CNC(=O)c2ccc(Sc3ccc(C)cc3)c(NC(C)=O)c2)cc1
    1802	1589
106: Cc1ncn(C23CC4CC(CC(C4)C2)C3)n1
    1752	1457
107: O=C(Nc1cccc(Cl)c1)C1C2CCC3C(CCC21)C3(Cl)Cl (centres undefined)
    1441	1506
108: COc1ccc(/C=N/Nc2cc(N(C)C)nc(N(C)C)n2)cc1
    1742	1510
109: COc1ccccc1NC1=C(Cl)C(=O)N(c2ccccc2)C1=O
    1843	1653
110: COc1cc(C(C)=O)ccc1OC(=O)c1cc2cccc(OC)c2oc1=O
    1600	1467
111: COc1cccc(-c2nc(=S)c3c(o2)CCCC3)c1
    1897	1536
112: CCC(C)/C(C)=N/NC(=O)C1COc2ccccc2O1 (centres undefined)
    1908	1556
113: C=CCc1cc(C=O)cc(OC)c1OCc1ccc(C(=O)O)cc1
    1924	1606
114: COc1ccccc1NC(=O)CCN1C(=O)c2ccccc2S1(=O)=O
    1733	1520
115: CCc1cccc(NC(=O)Cc2ccc([N+](=O)[O-])cc2)c1
    1958	1398
116: CCn1c(SCC(=O)N/N=C/C=C/c2ccco2)nnc1-c1ccc(OC)cc1
    1870	1603

Grouped by structure, the entries above with a furan ring, fused or not.
Values run as follows: SRC1 TRFRET art	SRC3 TRFRET art
2: COc1ccc(N2CCN(C(CNC(=O)C(=O)NCCC3=CCCCC3)c3ccco3)CC2)cc1 (centres undefined)
    1828	1658
5: CCc1oc2ccccc2c1C(=O)c1cc(Br)c(O)c(Br)c1
    1778	1661
86: CC12CC3CC(C)(C1)CC(C(=O)NCc1ccco1)(C3)C2
    1859	1899
92: CN1C(=O)C(O)(CC(=O)/C=C/c2ccco2)c2ccccc21 (centres undefined)
    1858	1678
116: CCn1c(SCC(=O)N/N=C/C=C/c2ccco2)nnc1-c1ccc(OC)cc1
    1870	1603

The list is partial (hit frequency here may not be typical).
